# Source: PubChem
# OXTR agonist – activates the human oxytocin receptor | P30559 | CHO-OTR cells, Fluo-8 calcium fluorescence; normalized: DMSO 0%, oxytocin 100% | activation, % at 3 µM | 320,000 tested, 0.32% active;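 active = activation above the mean of all tested compounds plus 3 SD, cutoff set per screening run, cut at about 20% in these data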;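 note: peak over basal fluorescence ratio from a 100 s FLIPR kinetic read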
# Target sequence (P30559 whole entry, looked up): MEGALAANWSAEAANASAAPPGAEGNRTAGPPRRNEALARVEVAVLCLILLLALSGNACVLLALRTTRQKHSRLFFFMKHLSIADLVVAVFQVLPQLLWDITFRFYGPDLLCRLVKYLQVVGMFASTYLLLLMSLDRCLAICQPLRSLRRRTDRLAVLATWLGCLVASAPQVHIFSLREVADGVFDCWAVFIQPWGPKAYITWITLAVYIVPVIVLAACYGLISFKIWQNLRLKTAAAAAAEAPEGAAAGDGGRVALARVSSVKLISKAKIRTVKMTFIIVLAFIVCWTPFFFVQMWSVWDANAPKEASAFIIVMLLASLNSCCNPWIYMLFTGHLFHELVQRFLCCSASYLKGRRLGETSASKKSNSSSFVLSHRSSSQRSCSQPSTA
# V1R ag counter – activates human V1a receptor in oxytocin agonist counter-screen | CHO-V1R cells, Fluo-8 calcium fluorescence, agonist mode; 0% DMSO, 100% 3 nM vasopressin | activation, % at 3 µM | 320,000 tested, 0.25% active | AID 2797;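 active = activation above the mean activation of all tested compounds plus 3 SD, per screening run, cut at about 20% in these data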;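 note: signal is peak over basal fluorescence ratio across a 100 second FLIPR read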
# GalR3 antag – antagonists of human GalR3; HEK293 GalR3-CNG cAMP membrane potential fluorescence; galR3 body fused to GalR1 C-terminus; inhibition, % at 3 µM; 360,000 tested, 0.44% active; AID 651719;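 active = inhibition above the screen-wide average plus 3 SD, cut at about 13% in these data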;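 note: forskolin and galanin both at EC90 stimulate the cells; cAMP rise reported by CNG channel membrane potential dye signal; 0% = forskolin plus galanin with DMSO and 100% = forskolin alone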
# Target sequence (O60755 1-299 limits assumed): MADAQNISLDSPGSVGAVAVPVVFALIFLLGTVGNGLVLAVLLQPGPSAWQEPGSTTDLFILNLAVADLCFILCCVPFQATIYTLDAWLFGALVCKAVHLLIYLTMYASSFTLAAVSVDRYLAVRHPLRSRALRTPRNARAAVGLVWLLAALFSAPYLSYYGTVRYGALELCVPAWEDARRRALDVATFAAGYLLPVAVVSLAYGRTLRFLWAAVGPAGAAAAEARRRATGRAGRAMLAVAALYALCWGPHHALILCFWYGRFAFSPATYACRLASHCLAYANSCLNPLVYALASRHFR
# An asterisk follows results filed as active. Only part of the results is shown. The share of hits here may be higher or lower than overall.
SMILES,OXTR agonist,V1R ag counter,GalR3 antag
CC1C(=O)N2CCCc3cc(NC(=O)C(=O)NCCN4CCOCC4)cc1c32 (stereo not drawn),0.4,0.0,2.9
CCN1CCCC(OC(=O)C(c2ccccc2)c2ccccc2)C1 (stereo not drawn),0.0,0.4,-0.6
COCCN(C(=O)COC(=O)CSc1ccc2ccccc2c1)c1c(N)n(Cc2ccccc2)c(=O)[nH]c1=O,-1.1,-0.5,-4.3
Cc1noc(C)c1S(=O)(=O)N(C)C[C@H]1Oc2c(NC(=O)NC(C)C)cccc2C(=O)N([C@H](C)CO)C[C@@H]1C,0.3,1.1,2.2
COC(=O)c1ccc(CNC(=O)CCC(=O)N2CCOCC2)cc1,-0.1,-0.2,-6.3
CC1(C)C/C(=N/Nc2ccc([N+](=O)[O-])cc2[N+](=O)[O-])C(C)(C)O1,5.0,9.7,-0.7
CC1(C(=O)Nc2nc3ccc(S(C)(=O)=O)cc3s2)CC1(Cl)Cl (stereo not drawn),-1.8,-0.6,-4.2
O=C(c1ccc([N+](=O)[O-])o1)N(Cc1nnc(-c2ccccc2Cl)o1)C1CC1,1.0,0.4,-4.9
O=S(=O)(Nc1ccc(Nc2ccccc2)cc1)c1ccc(F)cc1,-0.9,1.6,0.8
CC(C)C(NC(=O)c1ccco1)C(=O)OCC(=O)NCCc1ccccc1 (stereo not drawn),-1.0,-0.1,-3.4
O=C(CCl)N1CCN(S(=O)(=O)c2ccc3c(c2)OCCCO3)CC1,1.6,0.5,-2.9
Cc1ccc(C(=O)OCc2cc(=O)n3c(C)csc3n2)s1,2.2,2.3,-4.6
COc1cc(/C=C/C(=O)OCC(=O)NCC(=O)Nc2cccc(C)c2C)ccc1OC(F)F,-0.3,1.7,-4.3
CCCCn1c(N)c(N(CC(C)C)C(=O)C2CC(=O)N(c3ccc4c(c3)OCCO4)C2)c(=O)[nH]c1=O (stereo not drawn),-0.5,0.7,-4.4
O=C(NC1CCCCC1)c1c(O)nc2sccn2c1=O,-0.5,-0.6,-4.3
O=C(CCCCC(=O)Nc1ccc(F)cc1F)Nc1ccc(F)cc1F,-0.7,1.0,0.9
CS(=O)(=O)c1ccc(Cl)c(NC(=O)COC(=O)CNC(=O)c2cccs2)c1,0.4,0.3,-1.6
CCCCN(C(=O)CN1C(=O)C2CCCCC2C1=O)c1c(N)n(Cc2ccccc2)c(=O)[nH]c1=O (stereo not drawn),-1.4,-0.7,-2.4
CCCCn1nc(C(=O)N(C)CC(=O)Nc2ccc(F)c(F)c2F)ccc1=O,2.2,0.5,-4.6
COc1cc(NC(=O)CN2C(=O)C(C)N(c3ccc(C)cc3)C2=O)cc(OC)c1 (stereo not drawn),-0.8,-0.9,-2.8
CC(C)CN(C(=O)CSc1nnc(-c2cccs2)n1N)c1c(N)n(Cc2ccccc2)c(=O)[nH]c1=O,-0.6,-0.8,-6.2
Cc1cc(C(=O)COc2cc(F)ccc2[N+](=O)[O-])c(C)n1CC1CCCO1 (stereo not drawn),1.2,1.6,-8.6
O=C(OCC(=O)N1CCCCCC1)c1cccnc1Cl,1.0,1.0,-5.6
N#CC1(NC(=O)COC(=O)c2nccnc2N)CCCCC1,0.3,0.5,-5.3
CC1CN(C(=O)c2ccc(Cl)c(S(=O)(=O)NCc3ccco3)c2)CC(C)O1 (stereo not drawn),-0.4,-0.8,-5.2
# Next compounds follow:
SMILES,OXTR agonist,V1R ag counter,GalR3 antag
COc1ccccc1CNC(=O)C(=O)NCCC1CCCCN1S(=O)(=O)c1ccc(C)cc1 (stereo not drawn),-0.8,-0.6,-7.0
O=C(NCC(c1ccco1)N1CCOCC1)c1ccccc1 (stereo not drawn),0.1,2.0,-3.5
Cc1ccc(OCCC(=O)OCC(=O)Nc2ccc3c(c2)OCCO3)cc1,0.5,1.5,0.4
O=C(COc1coc(CN2CCc3ccccc3C2)cc1=O)N1CCOCC1,0.6,0.0,-2.6
Cc1ccccc1N1CCN(C(=O)c2cc(C3CC3)nn2-c2ccccc2)CC1,-0.6,0.1,-4.4
COc1ccc([N+](=O)[O-])cc1NS(=O)(=O)c1cc(C(=O)N2CCN(C)CC2)ccc1OC,1.4,0.6,-5.2
COc1ccc(-c2c(C#Cc3ccc(N(C)C)cc3)c3ccccc3n2C)cc1,-0.5,1.3,-5.6
Cc1ccc(NC(=O)NC2CC(=O)N(c3ccc4c(c3)OCCO4)C2)cc1 (stereo not drawn),-0.8,-0.4,-3.4
Cc1csc(=O)n1CCC(=O)OCC(=O)Nc1ccc(Cl)cn1,-0.8,-0.3,-2.0
Cc1cc(NS(=O)(=O)c2ccc(NC(=O)COc3cc(C)c(Cl)c(C)c3)cc2)no1,-0.7,-0.2,-5.8
NC(=O)c1cc(NC(=O)COC(=O)CCCN2C(=O)c3cccc4cccc(c34)C2=O)cc(C(N)=O)c1,0.7,2.5,-0.3
O=Cc1cccc(OC(=O)Nc2ccccc2)c1,2.3,1.7,-2.6
COc1ccc(CC(=O)Oc2ccc(Cl)cc2Br)cc1S(=O)(=O)N1CCOCC1,2.3,1.5,-3.3
COc1ccc2ccc(O)c(CN3CCN(S(=O)(=O)c4cccc(C(F)(F)F)c4)CC3)c2c1,-0.2,0.2,5.1
Cc1c(C(=O)N(C)CCOc2ccccc2)oc2c(Cl)cccc12,-1.2,-1.0,-5.2
Cc1cccc(N2C(=O)N3[C@H]4c5ccccc5OC[C@@H]4[C@@H](c4ccccc4)[C@@]3(C)C2=O)c1,0.3,1.0,-1.8
Cc1ccc([N+](=O)[O-])cc1S(=O)(=O)Nc1ccc(C(=O)NCC2CCCO2)cc1 (stereo not drawn),1.0,0.6,-5.6
N#Cc1ccc(OCC(=O)NNC(=S)NC2CCCCC2)cc1,0.9,1.1,-4.9
CC(C)(C)c1ccc(NC(=O)C2=CC=CN3CCS(=O)(=O)N=C23)cc1,4.1,2.1,-7.6
NC(=O)c1ccc(NC(=O)COc2ccc(-n3cnnn3)cc2)cc1,2.1,1.6,2.4
CCN(CC(=O)Nc1ccc(C(C)=O)cc1)CC(=O)Nc1ccc2c(c1)OCCO2,0.3,0.4,-1.5
COc1ccc(S(=O)(=O)N2CCOCC2)cc1NC(=O)CCCOc1ccc(Cl)cc1C,0.6,3.2,-1.5
CCN(CC)C(CNC(=O)CSc1nnnn1-c1cccc(F)c1)c1ccco1 (stereo not drawn),0.7,-0.3,1.9
COc1c2ccoc2c(OC[C@@H](OC(C)=O)C(C)(C)O)c2oc(=O)ccc12,0.8,0.1,-3.8
Nc1scc2c(C(=O)O)nn(-c3ccccc3)c(=O)c12,0.2,0.2,-6.0
# Later entries:
SMILES,OXTR agonist,V1R ag counter,GalR3 antag
COc1ccccc1CCC(=O)OCC(=O)Nc1ccc2[nH]c(=O)[nH]c2c1,-0.4,0.1,-3.8
COc1ccc(-c2nnc(SCC(=O)N(C)C3CCS(=O)(=O)C3)n2C(C)C)cc1 (stereo not drawn),0.4,0.2,-4.6
O=C(COC(=O)c1cc(Br)ccc1O)NNC(=O)c1ccc([N+](=O)[O-])cc1,-0.3,0.3,-2.5
CCOc1ccc(C(=O)NCC2CCCN2S(=O)(=O)c2cccs2)cc1 (stereo not drawn),-1.1,-1.9,-3.1
O=C(CN1CCN(Cc2ccc3c(c2)OCO3)CC1)Nc1ccc2[nH]c(=O)[nH]c2c1,1.3,0.5,7.4
O=[N+]([O-])c1cccc(-n2cc3ccc([N+](=O)[O-])cc3n2)c1,2.2,-0.3,-1.8
O=C(COC(=O)CCS(=O)(=O)c1ccc(F)cc1)NC1CCCCC1,0.0,0.6,2.9
O=C(COC(=O)c1ccc(F)c(S(=O)(=O)N2CCOCC2)c1)Nc1ccc2[nH]c(=O)[nH]c2c1,0.3,0.0,-1.8
CCN(CC(=O)NC1CCS(=O)(=O)C1)C(=O)c1ccc(OC)c([N+](=O)[O-])c1 (stereo not drawn),1.2,0.6,-5.7
O=C(Nc1ccc(Cl)cc1)c1nc[nH]c1C(=O)NCc1ccccc1,0.6,1.1,-1.1
Cc1ccc(S(=O)(=O)N2CCC(C(=O)Nc3ccccc3N3CCCC3)CC2)c(C)c1,-2.0,-1.9,-1.1
CN1CCC(N(C)S(=O)(=O)c2ccc(NC(=O)c3cccc(C#N)c3)cc2)CC1,-0.1,0.6,-3.5
Cc1ccc(OCCNC(=O)c2cc(C3CC3)nc3c2cnn3C(C)C)cc1,-1.1,-0.3,-8.6
CCc1noc(C)c1C(=O)Nc1nc(-c2cccs2)cs1,-1.5,-0.5,4.2
COc1ccc(COC(=O)C2CCN(S(=O)(=O)c3ccc(Cl)cc3)CC2)cc1,2.0,2.6,-3.2
O=[N+]([O-])c1cc([N+](=O)[O-])c2cc(-c3cccnc3)[nH]c2c1,3.1,3.0,-3.8
O=C1CN(C(=O)COC(=O)Cc2ccccc2F)c2ccccc2N1,1.5,1.5,-2.8
CC(C)NC(=O)Nc1ccc2c(c1)C(=O)N([C@@H](C)CO)C[C@@H](C)[C@@H](CN(C)S(=O)(=O)c1ccc(F)cc1)O2,1.4,1.4,1.2
CCN(C[C@H]1N[C@@](Cc2ccccc2)(C(=O)OC)[C@H]2C(=O)N(C)C(=O)[C@@H]12)S(=O)(=O)c1ccc(C(C)(C)C)cc1,0.2,0.0,-6.2
CC(C)(C)OC(=O)C[C@@H]1C/C=C\C[C@@H](CC(=O)N(CCO)Cc2ccccc2)C(=O)N[C@@H](c2ccccc2)COC1=O,-0.3,0.4,-3.4
CSc1nc(O)c(C(c2ccc(OC(C)C)cc2)c2c(O)nc(SC)[nH]c2=O)c(=O)[nH]1,-0.5,0.0,-5.0
O=C(O)c1ccccc1NS(=O)(=O)c1ccc(NN=Cc2cccc(Cl)c2)c([N+](=O)[O-])c1,1.5,0.5,-3.9
COc1ccc(NC(=O)CN(C)C(=O)C2=COCCO2)cc1,0.4,0.1,-4.0
Cc1nc2c(C)cccn2c(=O)c1NC(=O)c1cccc2ccccc12,-1.3,-0.9,0.1
CCC(C(=O)OCC(=O)NC(=O)c1ccccc1OC)c1ccccc1 (stereo not drawn),-1.3,-0.7,-1.8

# Exported bar-delimited: part of the list above
smiles | OXTR agonist | V1R ag counter | GalR3 antag
COc1ccc(NC(=O)CN(C)C(=O)C2=COCCO2)cc1 | 0.4 | 0.1 | -4.0
O=C(COC(=O)c1cc(Br)ccc1O)NNC(=O)c1ccc([N+](=O)[O-])cc1 | -0.3 | 0.3 | -2.5
O=C(Nc1ccc(Cl)cc1)c1nc[nH]c1C(=O)NCc1ccccc1 | 0.6 | 1.1 | -1.1
Cc1ccc(S(=O)(=O)N2CCC(C(=O)Nc3ccccc3N3CCCC3)CC2)c(C)c1 | -2.0 | -1.9 | -1.1

# Other compounds.
SMILES,OXTR agonist,V1R ag counter,GalR3 antag
COc1ccccc1C(=O)NC(CCSC)C(=O)NNC(=O)c1ccncc1 (stereo not drawn),-0.2,0.5,-0.7
CC(c1ccccc1)C(NC(=O)OCC1c2ccccc2-c2ccccc21)C(=O)O (stereo not drawn),-0.7,-0.1,3.6
CSc1ccc(Cl)c(C(=O)NNC(=O)c2cccs2)c1,1.3,0.2,-5.6
C[C@H](NC(=O)c1nc[nH]c1C(=O)N1CCN(C(=O)OC(C)(C)C)CC1)c1ccccc1,0.7,0.4,-1.7
COc1ccc(OC)c(NC(=O)CSc2nnc(C3CCCCC3)n2N)c1,-1.0,-0.6,-3.8
O=C(CN1C(=O)NC2(CCCCCC2)C1=O)NCc1ccc(Cl)cc1,0.8,1.6,-1.4
NS(=O)(=O)c1ccc(NC(=O)COC(=O)CCCN2C(=O)c3cccc4cccc(c34)C2=O)cc1,-0.9,-0.9,-4.3
COc1cccc(CNC(=O)CCNC(=O)c2ccco2)c1,0.2,0.0,-1.2
Cc1ccc(S(=O)(=O)CCC(=O)OCc2nc(N)nc(Nc3ccccc3C)n2)cc1,-2.1,-2.0,-5.0
CCN(c1ccccc1)S(=O)(=O)c1ccc(OCC(=O)N2CCCC2)cc1,-0.8,0.0,-6.1
COc1ccc(C(=O)NCCS(=O)(=O)N2CCCC2)cc1,0.3,0.1,-3.9
COc1cccc(NC(=O)CN(C)C(=O)c2ccccc2-c2nc3ccccc3s2)c1,-1.9,-1.3,-3.7
O=C(CN1C(=O)C(=O)N(C2CCCC2)C1=O)Nc1ccc(Cl)cc1C(F)(F)F,-0.6,0.3,-2.9
Cc1ccc(/C=C2\SC(=O)N(CCNC(=O)C3CSC4(C)CCC(=O)N34)C2=O)cc1 (stereo not drawn),3.9,5.8,-5.0
O=C(CN1CCN(S(=O)(=O)c2cccc(Cl)c2)CC1)NCC1(N2CCOCC2)CCCCC1,-0.4,0.1,-1.4
COc1cc(-c2nnc(NC(=O)CS(=O)(=O)c3ccc(C)cc3)o2)cc(OC)c1OC,0.7,-0.3,-2.3
Cc1ccc(S(=O)(=O)N2CCOCC2)cc1C(=O)OC(C)C(=O)NC1CCCC1 (stereo not drawn),4.8,1.6,-0.7
CC(OC(=O)c1ccc(-n2cnnn2)cc1)C(=O)Nc1ccccc1F (stereo not drawn),1.0,0.7,-7.9
C=CCC[C@@H](Cc1ccc(F)cc1)C(=O)OC[C@@H](Cc1c[nH]c2ccccc12)NC(=O)[C@H](CC=C)CC(=O)NCCO,-0.8,0.5,-3.9
CN(CC(=O)Nc1ccc(F)c(F)c1F)C(=O)c1ccc2c(c1)NC(=O)CS2,0.5,0.5,-5.5
CC(C)COc1ccc(C(=O)NNC(=O)CCC(=O)c2cccs2)cc1,0.3,0.1,-2.8
COc1ccccc1N1CCN(C(=O)c2cccc(S(=O)(=O)NCc3cccnc3)c2)CC1,2.9,2.1,-6.5
